NR5A2 inv ag – LRH-1 (NR5A2) inverse agonists, primary screen, cell-based, luminescence, HEK293T, StAR-luciferase reporter | AID 602396, 2012 | inhibition, % at 3.6 µM | actives 0.13% (n = 360,000) | Nuclear receptor subfamily 5 group A member 2 (Homo sapiens), O00482 | LRH-1 transfected, 24 h;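 active = inhibition above the mean inhibition of all tested compounds plus 3 SD, cut at about 73% in these data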;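 note: 0% = DMSO wells and 100% = reporter-only cells lacking LRH-1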
Target sequence (O00482 whole entry, looked up): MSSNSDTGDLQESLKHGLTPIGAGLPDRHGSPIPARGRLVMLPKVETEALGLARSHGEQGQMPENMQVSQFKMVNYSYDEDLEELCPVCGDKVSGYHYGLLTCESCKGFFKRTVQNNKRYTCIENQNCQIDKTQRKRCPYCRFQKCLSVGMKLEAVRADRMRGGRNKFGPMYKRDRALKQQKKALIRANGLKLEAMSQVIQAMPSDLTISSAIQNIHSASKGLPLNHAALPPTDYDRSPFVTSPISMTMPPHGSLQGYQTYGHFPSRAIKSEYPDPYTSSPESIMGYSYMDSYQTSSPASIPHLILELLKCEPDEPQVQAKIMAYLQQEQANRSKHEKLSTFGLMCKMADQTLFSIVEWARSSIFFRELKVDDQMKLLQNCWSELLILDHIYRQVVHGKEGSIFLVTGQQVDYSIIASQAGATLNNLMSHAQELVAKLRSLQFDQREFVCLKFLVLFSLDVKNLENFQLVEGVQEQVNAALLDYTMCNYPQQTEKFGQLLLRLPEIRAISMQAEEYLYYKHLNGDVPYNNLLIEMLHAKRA
NR2F2 inh – NR2F2 transcriptional activity inhibitors, primary screen, cell-based, luciferase reporter, HEK293T, luminescence; COUP transcription factor 2 (Homo sapiens), P24468; HEK293T NGFI-A luciferase reporter; inhibition, % at 8.6 µM; actives 0.7% (n = 370,000);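 active = inhibition above a per-plate cutoff, mean inhibition of test wells between control levels plus 3 SD, cut at about 38% in these data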;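 note: cells cotransfected with COUP-TFII expression vector driving the NGFI-A reporter; 0% = median of COUP-TF2 test wells and 100% = reporter-only cells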
Target sequence (P24468 whole entry, looked up): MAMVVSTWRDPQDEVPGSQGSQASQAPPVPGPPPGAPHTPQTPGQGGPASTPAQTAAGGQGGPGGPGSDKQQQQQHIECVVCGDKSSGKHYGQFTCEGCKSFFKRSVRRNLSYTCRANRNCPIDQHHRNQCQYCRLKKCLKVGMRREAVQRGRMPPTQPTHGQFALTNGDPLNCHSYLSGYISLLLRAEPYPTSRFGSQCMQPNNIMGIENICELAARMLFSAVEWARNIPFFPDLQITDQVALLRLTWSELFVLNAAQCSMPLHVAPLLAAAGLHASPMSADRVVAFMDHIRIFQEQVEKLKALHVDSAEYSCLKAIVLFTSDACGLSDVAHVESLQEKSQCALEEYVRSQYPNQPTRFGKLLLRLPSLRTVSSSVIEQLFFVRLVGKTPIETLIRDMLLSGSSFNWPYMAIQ
NCOA3 inh – SRC3 coactivator transcriptional activity inhibitors, primary screen, cell-based, luminescence; Nuclear receptor coactivator 3 (Homo sapiens), Q9Y6Q9; HEK293 GAL4-SRC3 luciferase reporter; inhibition, % at 3.6 µM; actives 0.17% (n = 360,000); AID 588352, 2011;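 active = inhibition above a per-campaign cutoff, the mean of all compounds plus 3 SD, cut at about 60% in these data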;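 note: 0% = DMSO-treated cells and 100% = gossypol-treated cells at 36 µM; higher means less SRC3-driven luciferase light from the GAL4 reporter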
CF NFkB block – inhibitors of PAF-induced NF-kB signaling, primary screen, cell-based, GFP fluorescence, uHTS; KKLEB NF-kB-GFP reporter, GFP fluorescence overnight; inhibition, % at 5 µM; actives 0.86% (n = 360,000); AID 588850, 2011;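 active = at least 50% inhibition at 5 µM, scaled per plate between neutral and stimulator controls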;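 note: PAF is a Pseudomonas aeruginosa culture filtrate used as stimulus; plate controls were PAF-stimulated DMSO wells for no effect and unstimulated DMSO wells for full effect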
TRAIL sens C8 – viability loss with TRAIL in NB7+C8 cells, primary screen, TRAIL sensitizer project, cell-based, ATPlite luminescence. inhibition (viability loss, TRAIL sensitization), % at 10 µM. actives 1% (n = 360,000). AID 624354, 2012;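 active = compounds causing at least 50% loss of cell viability in the single-dose screen, relative to plate controls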
KKLEB cytotox – cytotoxicity in KKLEB CF airway cells, primary screen, cytotoxicity control for CF NF-kB inhibitor project, cell-based, uHTS, fluorescence assay plates; KKLEB CF airway cells viability, ATPlite luminescence, overnight; active compounds read low; cells stimulated with P. aeruginosa culture filtrate; activity change (cytotoxicity), % at 5 µM; actives 0.36% (n = 360,000); AID 602141, 2011;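 active = corrected activity change at or below -50% at 5 µM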
NCOA1 inh – SRC1 coactivator transcriptional activity inhibitors, primary screen, cell-based, luminescence | actives 0.12% (n = 360,000) | inhibition, % at 3.6 µM | HEK293 GAL4-SRC1 luciferase reporter | Nuclear receptor coactivator 1 (Homo sapiens), Q15788;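 active = inhibition above the campaign mean plus 3 SD, with each screening campaign given its own cutoff, cut at about 60% in these data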;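 note: 0% = DMSO treated cells and 100% = gossypol at 36 µM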
TWEAK-Fn14 inh – inhibitors of TWEAK-Fn14 signaling, primary screen, luciferase reporter cells, uHTS. TWEAK-stimulated Fn14 reporter cells, luciferase luminescence, 8 h. inhibition, % at 10 µM. actives 2% (n = 360,000); in the data active = inhibition above about 50%
Shn3 3UTR inh – reduction of Shn3 3'UTR firefly luciferase signal, primary screen, Schnurri-3 inhibitor project, cell-based, Clone20 osteoblasts, set 2; Clone20 osteoblast Shn3 3'UTR firefly luciferase, 24 h; AID 588674, 2011; inhibition, % at 12.5 µM; actives 0.52% (n = 360,000);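 active = mean inhibition of at least 75% with every replicate also reaching 75%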;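 note: 0% = median of neutral control wells and 100% = pilot-screen positive control compound; some compounds past the cut are filed as inactive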
TROY NFkB inh – inhibitors of TROY-driven NF-kB signaling, primary screen, Q293 LMP1-TROYcd cells, NF-kB luciferase, uHTS; actives 0.98% (n = 360,000); Q293 LMP1-TROYcd NF-kB luciferase reporter, 4 h; inhibition, % at 10 µM;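 active = compounds whose plate-normalised and pattern-corrected inhibition of the luciferase reporter signal at the single screening dose is 50% or more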
LMP1 NFkB inh – EBV LMP1-driven NF-kappaB luciferase reporter inhibitors, primary screen, cell-based, luminescence, single point; LMP1-induced NF-kappaB luciferase reporter cells; inhibition, % at 12.5 µM; actives 0.69% (n = 350,000); in the data active = inhibition above about 41%;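 note: 0% = neutral control wells and 100% = reference inhibitor control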
* hit, by the source's call; x = not tested or not shown. These rows are one share of the data; count on the stated rates, not on these rows.

mol,KKLEB cytotox,TROY NFkB inh,NR2F2 inh,LMP1 NFkB inh,CF NFkB block,NR5A2 inv ag,NCOA3 inh,Shn3 3UTR inh,TRAIL sens C8,TWEAK-Fn14 inh,NCOA1 inh
COc1ccc(C)cc1S(=O)(=O)n1cnc(C)c1,-6,17,22,-1,-2,-5,-2,9,-10,-5,11
N/C(=N\N=C\c1ccc2c(c1)OCO2)SC1CC(=O)N(c2ccc(C(=O)O)cc2)C1=O (stereo not drawn),-13,-4,7,-2,16,7,9,4,-8,1,-2
COc1cc(CNCCc2ccc(S(N)(=O)=O)cc2)ccc1OCC(=O)NC1CCCCC1,-1,-40,-7,-4,10,-2,-7,2,9,-22,-14
O=C(CCCN1C(=O)/C(=C\c2cccs2)SC1=S)Nc1cc([N+](=O)[O-])ccc1O,-14,40,5,4,53*,-11,4,-14,-8,-3,-5
COC(=O)c1ccc(N(CC(=O)NC2CCCC2)C(=O)CNC(=O)c2ccco2)cc1,5,8,8,-4,8,-6,10,1,-12,5,-4
COC(=O)Cc1sc(-c2ccccn2)nc1-c1ccccc1,-3,-2,-1,1,3,50,18,9,2,13,5
COc1ccc(OC)c(NC(=O)CCS(=O)(=O)c2cc3c(cc2C)NC(=O)CO3)c1,2,21,6,-3,8,-12,-25,-6,-2,1,4
[O-]/C(=C(\C(=S)Nc1cccc2ccccc12)[n+]1cccc(CO)c1)c1ccc(Cl)s1,0,35,-5,-11,-2,16,-1,12,-7,-15,-10
CCCCN1C(=O)C(=O)N(CC(=O)Nc2cc(S(=O)(=O)N(C)C)ccc2C)C1=O,0,-7,-6,-1,-14,6,0,3,-3,-5,-4
CN(CCc1ccccn1)C(=O)CCNC(=O)Cn1cnc2ccccc2c1=O,0,-7,-3,-8,-5,2,2,5,-12,-15,-9
COc1ccc(N2CC(C(=O)Nc3ccc4c(c3)OCO4)CC2=O)cc1 (stereo not drawn),-6,3,-11,-13,-7,-11,9,6,-8,8,4
CCCn1nnc2c(=O)oc3ccccc3c21,5,-1,3,7,-42,6,21,-2,-3,0,10
CC1CCN(c2c(NCc3ccc(C(=O)N4CCN(C5CCCCC5)CC4)cc3)c(=O)c2=O)CC1,-2,6,18,-4,0,-7,0,18,-10,-7,-14
Cc1cc(Cl)ccc1OCC(=O)Nc1ccc2oc(=O)ccc2c1,-4,19,-25,-4,-5,20,16,20,-3,8,-2
Cc1ccc(NC(=O)c2oc3ccccc3c2COC(C)C)cc1S(=O)(=O)N1CCOCC1,1,30,-13,29,0,-21,4,88*,30,22,6
CN(C)c1ccc(/C=N/N2CCN(Cc3ccccc3Cl)CC2)cc1,-9,-33,7,-15,10,7,-3,-12,-1,-14,3
COc1ccc(CCNC(=O)c2cccc(S(=O)(=O)N3CCCC3)c2)cc1OC,-5,-3,-10,-6,2,22,16,9,1,-1,-5
COc1cc(OC)cc(C(=O)N2CCN(c3ccccc3F)CC2)c1,-11,10,13,-6,2,-18,-2,-6,34,9,5
CC1(c2nnc(-c3cccc(Cl)c3)o2)CC(c2ccc(F)cc2)=NO1 (stereo not drawn),-3,-45,-11,-10,14,-55,-33,-14,2,-11,-37
Clc1nc(N2CCOCC2)ncc1Br,4,14,19,4,1,4,21,7,28,-12,7
O=C(COc1ccc2ccccc2c1Br)N1CCN(c2ccccn2)CC1,7,-7,-6,3,-8,6,-20,16,14,-35,-9
O=C(Cn1nnc2ccccc2c1=O)N[C@@H](Cc1c[nH]c2ccccc12)C(=O)O,-15,-15,-10,4,2,6,18,8,4,5,-2
CC1CCCN(c2ccc(C(=O)NCc3ccco3)cc2[N+](=O)[O-])C1 (stereo not drawn),-6,-32,-11,3,-6,-7,7,-2,13,-20,-9
CCN1CCN(c2ccc(S(=O)(=O)N3CCOCC3)cc2NC(=O)CCC(C)C)CC1,-13,11,12,2,5,7,7,1,-19,16,-8
COc1ccc(C(OC(=O)c2ccco2)C(=O)NC2CCCCC2)cc1 (stereo not drawn),0,-16,-4,1,-12,10,9,10,-4,5,-2
CCOc1ccc(CNC(=O)C(C)n2ccc3cc(S(=O)(=O)N4CCCC4)ccc32)cc1 (stereo not drawn),0,-2,15,x,-19,13,23,-2,-11,-14,11
CN1C(=O)C(CC(=O)Nc2ccc(F)cc2)N(CCCc2ccccc2)C1=S (stereo not drawn),-4,-1,-10,-2,15,2,10,27,7,4,7
CCCCn1c(NS(=O)(=O)c2ccccc2)c(S(=O)(=O)c2ccc(C)cc2)c2nc3ccccc3nc21,2,70*,-19,7,-11,63,22,8,-9,32,13
COc1cccc(NC(=O)C2CCC(CNC(=O)[C@@H]3Cc4ccccc4CN3)CC2)c1 (stereo partly drawn),-13,8,-4,-2,6,7,4,17,-4,5,3
CC(C)OC(=O)Cn1cc(C#N)c2ccccc21,3,-4,-5,-8,-1,3,17,-7,11,-9,9
O=C(NCCOc1ccccc1)c1ccc2c(c1)S(=O)(=O)c1cc(Cl)ccc1C2=O,2,34,-7,-6,-7,1,-24,-17,6,-30,6
Cc1nnc(SCC(=O)Nc2cc(S(=O)(=O)N3CCCC3)ccc2Cl)s1,-4,-6,2,0,-5,-9,19,19,2,-16,9
O=C(c1ccccc1F)N1CCN(c2ccc([N+](=O)[O-])c3ncccc23)CC1,7,1,2,2,-25,9,24,31,6,0,0
Cc1ccc(C(=O)CN2CCC(NC(=O)C3CCCCC3)CC2)cc1,-1,0,-5,11,3,5,-3,13,-20,-4,5
O=C(c1ccco1)N(Cc1ccco1)c1ccc(O)cc1,-1,-2,-13,4,-2,-5,23,-1,-1,-9,8
O=C(NC(NC(=S)Nc1cc(Cl)ccc1Cl)C(Cl)(Cl)Cl)c1ccco1 (stereo not drawn),0,21,14,7,7,-12,-26,-18,6,35,-1
CCOC(=O)C[C@H]1c2ccccc2S(=O)(=O)N1Cc1ccc(Cl)cc1,-7,6,2,-5,3,-9,-3,7,15,9,-9
COc1ccccc1-c1cc(-c2cc(Cl)ccc2O)n[nH]1,-7,-37,-7,-9,-3,-8,-12,4,9,4,-36
Cc1nc(C)c(C(=O)OC(C)C(=O)Nc2ccc(F)cc2)s1 (stereo not drawn),6,21,2,1,-7,-12,11,75,-6,4,-8
COC(=O)c1ccc2nc(-c3ccco3)c(Cc3ccccc3)n2c1,-8,-11,5,x,54*,-2,-42,21,6,34,-18
Cc1ccc([C@H]2C(C(=O)O)=C[C@@H](CC3CCCC3)N2S(=O)(=O)c2ccc(C)cc2)cc1,6,4,-13,-4,-14,22,-20,-15,8,26,6
COc1cccc(/C=C2\SC(=S)N(N3C(=O)CCCC3=O)C2=O)c1,-18,-15,-1,8,1,7,-1,-8,49,-1,4
COc1ccccc1/C=N/NC(=O)c1ccc2c(c1)OCO2,-16,0,-25,-1,-9,-49,-39,3,-13,-17,-27
Cc1cc(C)nc(SC(C(=O)O)c2ccccc2)n1 (stereo not drawn),4,-32,14,7,-14,9,25,2,9,19,8
CCOc1ccc2c(c1)C(=NNC(=O)c1ccncc1)c1cc(OCC)ccc1-2,10,-37,-9,11,-39,-6,-16,-8,40,2,2
Cc1c(Cl)ccc(S(=O)(=O)N2CCN(C)CC2)c1Cl,8,-6,10,6,-34,-13,9,-28,-3,-42,14
Cc1cc(=O)[nH]c(N/N=C/c2cc(C)n(-c3ccccc3)c2C)n1,-10,25,-1,-2,-5,-10,12,-11,-14,25,2
COc1ccccc1C(=O)Nc1ccc(S(=O)(=O)N2CCN(C)CC2)cc1,5,-17,12,4,-14,13,12,11,-2,0,-15
Cc1cc(C)c(S(=O)(=O)N2CCN(C(=O)CCOc3ccccc3C)CC2)c(C)c1,-3,25,-3,64*,17,4,-15,9,17,-34,0
CC1Cc2ccccc2N1C(=O)CN1C(=O)C(=O)N(Cc2ccccc2)C1=O (stereo not drawn),3,3,1,-9,3,8,0,-4,-6,15,-8

The results go on.
mol,KKLEB cytotox,TROY NFkB inh,NR2F2 inh,LMP1 NFkB inh,CF NFkB block,NR5A2 inv ag,NCOA3 inh,Shn3 3UTR inh,TRAIL sens C8,TWEAK-Fn14 inh,NCOA1 inh
CC1(C(=O)NS(=O)(=O)c2ccc(C#N)cc2)CCN1C(=O)Cc1cccc2ccccc12 (stereo not drawn),1,4,2,x,-3,-3,-10,-14,7,8,-3
Cc1cc(C)nc(OC(C(=O)O)C(OCc2ccccc2)(c2ccccc2)c2ccccc2)n1 (stereo not drawn),-2,6,-9,-4,10,-2,5,12,5,24,7
COC(=O)c1cc(CSc2nc3ccc(C)cc3[nH]2)oc1C,1,x,-1,11,6,-6,2,41,2,92*,-19
Cc1ccc(C(=O)N/C(=C\c2cccs2)C(=O)N2CCN(C)CC2)cc1C,-1,-2,-6,6,12,5,-4,-3,2,2,-8
Cc1cccc(NC(=S)N2CCN(C(=O)C3CCCO3)CC2)c1 (stereo not drawn),-10,-8,11,-4,-3,-4,-13,8,-6,-6,-24
CC(NC(=O)c1ccc(Cl)cc1Cl)C(c1ccccc1)N1CCOCC1 (stereo not drawn),-6,6,-3,6,12,-12,5,1,-4,-18,-15
CCCOc1ccc(-c2cc3onc(-c4ccccc4)c3c(=O)n2C)cc1,-41,81*,-35,-24,-4,-35,-44,-19,39,89*,-31
CCOC(=O)c1sc(NC(=O)CN2C(=O)c3cccc4cccc(c34)C2=O)nc1C,-31,-31,-2,-4,28,13,-1,-4,8,-9,9
Cc1cc(C)c(NC(=O)CSc2nnc(Cc3cccn3C)n2-c2ccc(F)cc2)c(C)c1,7,14,13,3,1,-2,8,10,-7,13,10
CCCC(C)C1c2c(c(C)c(C)oc2=O)Oc2c(C)c(C)oc(=O)c21 (stereo not drawn),-14,-70,9,4,-7,16,-40,-10,-3,-21,-5
CCOC(=O)c1cc2c(ccn2C)n1CC(=O)N(CC)CC,8,-27,8,2,9,-8,11,-7,-1,0,9
COc1ccccc1/C=C(\C)C(=O)c1c(C)cc(C)[nH]c1=O,5,8,-8,9,-11,-2,12,9,9,-26,13
Cc1cc(NC(=O)Nc2c[nH]c(=O)[nH]c2=O)ccc1Br,11,-20,-9,4,10,-7,-10,-3,-18,11,-4
